# Compound activity as filed in PubChem BioAssay.
# LMPTP inh – LMPTP phosphatase inhibitors, primary screen, biochemical, fluorescence intensity, uHTS. recombinant LMPTP-A, OMFP fluorogenic substrate. inhibition, % at 20 µM. 360,000 compounds, 0.22% hits. AID 651560, 2012;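 active means compounds that cut the enzyme signal by at least half of the control window in the single-dose screen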;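 further: plate controls were DMSO wells with enzyme plus substrate for no effect and substrate without enzyme for full effect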
#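 Test system: LMPTP-A phosphatase enzyme; input: 0.625 nM LMPTP-A final; reagent: OMFP substrate, 400 µM final; compound dosing: 20 µM single dose, 3% DMSO; incubation: 50 min dark incubation at room temperature; measured by: endpoint fluorescence intensity from OMFP dephosphorylation; measure: % inhibition relative to no-enzyme and uninhibited control wells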
# NadD block – inhibitors of S. aureus NadD, primary screen, biochemical, colorimetric, uHTS; Nicotinate-nucleotide adenylyltransferase NadD (Staphylococcus aureus N315); purified NadD enzyme, colorimetric absorbance read-out; inhibition, % at 20 µM; 360,000 compounds, 0.78% hits; AID 602399, 2012; in the data active means inhibition above about 26%; further: some compounds past the cut are filed as inactive
# Scp1 inh – Scp-1 phosphatase inhibitors, primary screen, biochemical, colorimetric, uHTS. Carboxy-terminal domain RNA polymerase II polypeptide A small phosphatase 1 (Homo …. Recombinant Scp1, phosphopeptide, malachite green phosphate absorbance. inhibition, % at 20 µM. 340,000 compounds, 0.88% hits;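 active means inhibition above about 50% at 20 µM, limit read from the data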;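 further: plate controls were DMSO wells with enzyme for no effect and wells lacking enzyme for full effect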
#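 Incubation: 45 min enzyme reaction at room temperature / System: truncated SCP-1 phosphatase (76-261aa) / Reagent: Phospho 17-mer peptide substrate / Buffer or medium: Acidic Tris acetate buffer with magnesium and detergent / Signal: absorbance at 630 nm / Doses: one concentration, 20 µM, with 1.0% DMSO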
# SUMO1 PPI mod – modulators of SUMO1 protein-protein interactions, primary screen, biochemical, uHTS. SUMO1 binding to a labelled peptide, TR-FRET, 1 h. inhibition, % at 20 µM. Small ubiquitin-related modifier 1 (Homo sapiens), P63165. 360,000 compounds, 0.33% hits; in the data active means inhibition above about 37%
# Target sequence (P63165 whole entry, looked up): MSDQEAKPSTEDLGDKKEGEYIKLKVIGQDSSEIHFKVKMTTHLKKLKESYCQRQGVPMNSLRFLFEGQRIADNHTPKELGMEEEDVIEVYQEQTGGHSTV
# CSN deneddyl inh – inhibitors of CSN-mediated cullin deneddylation, primary screen, biochemical, fluorescence polarization, uHTS. Purified CSN, SCF-Nedd8-OG deneddylation. 360,000 compounds, 0.38% hits. COP9 signalosome complex subunit 5 (Homo sapiens), Q92905. inhibition, % at 12.5 µM;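 active means pattern-corrected inhibition above about 35%, with an unprinted fluorescence ratio check between 0.5 and 1.5, limit read from the data, passing the limit was not always enough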;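 further: 0% = enzyme with substrate and 100% = substrate without enzyme; some results filed as inactive read as strong as hits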
#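 Material: human Csn5 produced in HEK293T cells; Input: enzyme 0.24 nM; Reagent: SCFSkp2-Nedd8OG substrate at 10 nM final; Dosing: 12.5 µM compound; Incubation: 90 min reaction at room temperature; Detection: fluorescence polarization of the substrate; Evaluation: % inhibition of substrate cleavage by Csn5; Control set: substrate-only high control, full reaction low control.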
# Neddylation inh – inhibitors of cullin neddylation, primary screen, biochemical, TR-FRET, uHTS, NAE and Ubc12. 360,000 compounds, 0.58% hits. NEDD8-conjugating enzyme Ubc12 (Homo sapiens) + NEDD8-activating enzyme E1 regulatory …. calls only at 25 µM; in the data active means inhibition above about 36%
# DNMT1 block – human DNMT1 methyltransferase inhibitors, primary screen, biochemical, molecular beacon, fluorescence, HinP1I cleavage, uHTS. DNA (cytosine-5)-methyltransferase 1 (Homo sapiens), P26358. inhibition (reported as % activation of signal), % at 10 µM. 360,000 compounds, 0.83% hits. AID 588458, 2011; in the data active means inhibition above about 50%
# STEP inh – STEP phosphatase inhibitors, primary screen, biochemical, fluorescence intensity, uHTS. recombinant STEP, OMFP fluorogenic substrate. inhibition, % at 20 µM. AID 588621, 2011. 360,000 compounds, 0.25% hits. Tyrosine-protein phosphatase non-receptor type 5 (Homo sapiens), P54829;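 active means inhibition at 20 µM, scaled per plate between control wells, above about 37%, limit read from the data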;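 further: 0% = DMSO with enzyme and substrate and 100% = substrate only without enzyme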
# Target sequence (P54829 whole entry, looked up): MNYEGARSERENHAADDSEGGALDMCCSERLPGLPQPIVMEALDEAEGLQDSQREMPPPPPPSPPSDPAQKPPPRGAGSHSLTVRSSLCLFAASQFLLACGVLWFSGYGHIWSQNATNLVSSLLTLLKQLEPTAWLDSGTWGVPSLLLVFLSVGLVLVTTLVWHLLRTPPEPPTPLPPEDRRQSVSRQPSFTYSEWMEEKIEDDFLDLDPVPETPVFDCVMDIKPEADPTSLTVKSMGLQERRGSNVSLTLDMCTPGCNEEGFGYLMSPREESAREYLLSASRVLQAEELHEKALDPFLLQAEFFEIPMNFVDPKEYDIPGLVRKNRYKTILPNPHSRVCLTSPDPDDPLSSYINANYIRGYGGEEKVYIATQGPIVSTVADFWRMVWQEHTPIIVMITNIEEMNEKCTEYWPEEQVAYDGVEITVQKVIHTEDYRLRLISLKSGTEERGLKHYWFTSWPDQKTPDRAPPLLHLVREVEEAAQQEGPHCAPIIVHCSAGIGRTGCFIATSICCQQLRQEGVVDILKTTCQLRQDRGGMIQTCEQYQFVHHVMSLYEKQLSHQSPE
#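 System: isolated STEP enzyme; schedule: 20 min enzyme reaction at room temperature, protected from light; medium: Bis-Tris buffer pH 6.0, 2.5 mM DTT, 0.005% Tween 20; signal: fluorescence, 480/540 nm; dosing: single compound dose of 20 µM, 1% DMSO final; also added: OMFP substrate, 25 µM final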
# Rpn11 inh – Rpn11 (PSMD14) deubiquitinase inhibitors, primary screen, biochemical, fluorescence polarization, uHTS. human 26S proteasome, Ub4-pepOG fluorescence polarization; 20S core pre-blocked with epoxomicin. 360,000 compounds, 0.59% hits. calls only at 20 µM. 26S proteasome non-ATPase regulatory subunit 14 (Homo sapiens), O00487;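 active means inhibition at 20 µM, scaled to each plate's controls, above about 33%, limit read from the data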
# Target sequence (O00487 whole entry, looked up): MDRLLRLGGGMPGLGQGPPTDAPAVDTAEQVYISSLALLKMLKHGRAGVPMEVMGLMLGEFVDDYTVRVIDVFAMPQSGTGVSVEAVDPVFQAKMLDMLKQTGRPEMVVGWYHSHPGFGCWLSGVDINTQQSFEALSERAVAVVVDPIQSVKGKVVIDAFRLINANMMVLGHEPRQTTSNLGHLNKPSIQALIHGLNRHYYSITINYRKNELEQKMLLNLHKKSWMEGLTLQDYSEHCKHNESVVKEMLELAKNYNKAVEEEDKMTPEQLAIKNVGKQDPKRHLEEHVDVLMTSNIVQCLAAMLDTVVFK
# Rin1 Abl inh – inhibitors of Rin1-Abl protein binding, primary screen, biochemical, TR-FRET. 360,000 compounds, 0.4% hits. Tyrosine-protein kinase ABL1 (Homo sapiens) + Ras and Rab interactor 1 (Homo sapiens), …. inhibition, % at 7.35 µM; in the data active means inhibition above about 5%, passing the limit was not always enough
# Starred values were filed as active, the others as inactive; i = inactive; x = no result given; + = active, no number.
SMILES,LMPTP inh,NadD block,Scp1 inh,SUMO1 PPI mod,CSN deneddyl inh,Neddylation inh,DNMT1 block,STEP inh,Rpn11 inh,Rin1 Abl inh
COCCn1c(SCc2cccnc2)nnc1-c1ccco1,0.5,1,-5,0,-2,i,5,-3,i,-1
CC1(C)CC(=O)C=C(NCCN2CCN(C(=S)Nc3ccccc3)CC2)C1,-2.2,-4,-4,1,-4,i,3,2,i,-2
O=C(Nc1cc(C(F)(F)F)ccc1N1CCOCC1)c1cccc(F)c1,2.9,-3,-7,-2,-4,i,-4,2,i,-2
COc1ccccc1-c1ccc(SCc2cccc(C)c2)nn1,-0.1,-1,-14,6,2,i,1,-1,i,-2
Cc1nc(CSc2n[nH]c(=O)n2-c2ccccc2)cs1,-1.3,2,-11,1,3,i,1,-2,i,-3
O=C1c2ccccc2C(c2nnnn2Cc2ccccc2)N1CCCn1ccnc1 (stereo not drawn),-0.4,-3,x,-2,-1,i,x,x,x,x
CCC(=O)Nc1sc(Cc2ccc3c(c2)OCO3)c(C)c1C(N)=O,0.3,-2,-1,-1,-2,i,-4,3,i,-1
Cc1ccc(S(=O)(=O)NCCSc2ccccc2)cc1[N+](=O)[O-],2.2,-6,-18,-11,-16,i,0,-5,i,1
CCOc1ccc2c(c1)c(=O)c(S(=O)(=O)c1ccc(CC)cc1)cn2C,-0.8,-2,-4,7,6,i,0,0,i,-2
Cc1ccc(/C=C(\NC(=O)c2ccccc2)C(=O)NCCc2ccccn2)o1,-1.1,-2,-8,-3,-1,i,6,1,i,0
NNC(=O)CNC(c1ccccc1)c1cc(Cl)ccc1NC(=O)c1ccccc1 (stereo not drawn),-1.0,-1,-1,0,-2,i,0,-4,i,-2
Cc1ccccc1N/C(SCc1ccc(Cl)cc1)=C(/C#N)C(N)=O,1.6,-10,-5,1,0,i,-4,-1,i,-2
COc1ccc(-c2noc(-c3ccc(Cl)cc3[N+](=O)[O-])n2)cc1OC,1.9,-10,-5,-9,-16,i,-3,-1,i,-4
CCOc1cc(N2CCOCC2)c(OCC)cc1NC(C)C(=O)N1CCC(C)CC1 (stereo not drawn),0.9,1,0,-14,-8,i,-4,-1,i,2
CC(=O)Nc1ccc2ccccc2c1,-0.7,-3,-5,1,-4,i,10,-1,i,1
COCCNc1nnc(SCC(=O)N2CCN(S(=O)(=O)c3ccccc3)CC2)s1,-2.2,-1,-4,0,4,i,2,-2,i,-3
COc1ccc(NC(=O)CC2CCCCC2)cc1OC,1.8,-1,-1,-3,7,i,0,-2,i,2
Cn1cc(Cl)c(C(=O)OCC(=O)c2ccccc2)n1,-1.3,-4,-9,0,0,i,3,-2,i,-2
CC(=O)NC(C)c1cc(Cl)c2ccccc2c1O (stereo not drawn),0.9,-4,-9,-4,-3,x,-3,0,i,-2
CCOC(=O)C1=CCC(c2ccc(N(CC)CC)cc2)N(S(=O)(=O)c2ccc(C)cc2)C1c1ccc([N+](=O)[O-])cc1 (stereo not drawn),2.4,x,x,3,1,i,x,x,x,x
CCOC(=O)C1CCN(Cc2cnc(NC(=O)OC)s2)CC1,-0.9,2,-2,1,1,i,4,-4,i,7
COc1cccc(NC(=O)c2ccc(NC(=O)C3CC(=O)OC34CCCCC4)cc2)c1 (stereo not drawn),1.3,-2,-5,13,5,i,-5,0,i,3
Cc1ccc(NC(=O)CCSc2nnc(C)o2)cc1,-1.9,1,-2,-1,-3,i,1,-3,i,2
O=C(NC1CCCC1)C1CCCN(S(=O)(=O)c2cnc[nH]2)C1 (stereo not drawn),-1.1,2,-12,0,0,i,5,1,i,-3
CSc1ncccc1C(=O)OCC(=O)c1ccc[nH]1,0.7,1,-2,-1,10,i,0,0,i,-3
CCc1ccc(C(=O)NNC(=O)CCC2CCCCC2)cc1,-0.6,-7,-11,2,2,i,4,0,i,4
O=C(CNCc1cccnc1)Nc1cc(C(F)(F)F)ccc1N1CCOCC1,-1.3,2,-9,-3,5,i,-2,1,i,-1
Cc1ccc(S(=O)(=O)N2CCC(=O)N([C@H](CO)Cc3ccccc3)CC2)cc1,-1.4,-1,x,3,-1,i,x,x,x,x
COc1cc(SC)ccc1C(=O)OCC(=O)NC1CCCC1,-0.3,3,-4,1,4,i,-1,2,i,1
CN(C)CC(O)CN1C(=O)N(CN2C(=O)N(CC(O)CN(C)C)C(=O)C2(C)C)C(C)(C)C1=O (stereo not drawn),1.3,4,-9,0,-9,i,2,0,i,6
COc1ccc(CNC(=O)Nc2cccc3ccccc23)cc1,-1.2,-4,-2,-9,0,i,4,-2,i,-3
COc1ccc(-c2nn(-c3ccccc3)cc2/C=C/C(=O)N(C)CC(=O)Nc2cccc(F)c2)cc1OC,6.4,7,-13,-6,0,x,-22,2,i,1
COc1ccc(NC(=O)CN2CCN(CC(=O)Nc3ccccc3OC)CC2)c(OC)c1,-1.1,-2,-7,2,2,i,-2,-1,i,4
O=C(Cc1noc2ccccc12)Nc1ccc2ccccc2c1,2.8,-4,-18,-2,5,i,-9,-3,i,-2
CCOc1ccc(CN(C)CC(=O)Nc2ccc([N+](=O)[O-])cc2Cl)cc1,1.2,1,1,-10,-7,i,1,-2,i,2
CCc1nnc(NC(=O)CN2CCN(C(=O)c3ccccc3)CC2)s1,-1.4,-2,-1,1,2,i,1,-1,i,0

# 3 entries already listed, sorted by number of heavy atoms, descending.
SMILES,LMPTP inh,NadD block,Scp1 inh,SUMO1 PPI mod,CSN deneddyl inh,Neddylation inh,DNMT1 block,STEP inh,Rpn11 inh,Rin1 Abl inh
NNC(=O)CNC(c1ccccc1)c1cc(Cl)ccc1NC(=O)c1ccccc1 (stereo not drawn),-1.0,-1,-1,0,-2,i,0,-4,i,-2
CCOc1ccc(CN(C)CC(=O)Nc2ccc([N+](=O)[O-])cc2Cl)cc1,1.2,1,1,-10,-7,i,1,-2,i,2
Cc1ccc(NC(=O)CCSc2nnc(C)o2)cc1,-1.9,1,-2,-1,-3,i,1,-3,i,2

# Further entries
SMILES,LMPTP inh,NadD block,Scp1 inh,SUMO1 PPI mod,CSN deneddyl inh,Neddylation inh,DNMT1 block,STEP inh,Rpn11 inh,Rin1 Abl inh
COC(=O)c1c(-c2cccnc2)csc1NC(=O)c1cc(C)on1,2.7,16,-8,17,15,i,-13,3,+,-4
Cc1cc(NC(=O)CSc2ccc(-c3nc4cc(C)c(C)cc4[nH]3)cn2)no1,-0.9,22,1,3,4,i,5,-2,i,-19
CCc1ccccc1NC(=O)C1CC(c2ccc(OC)cc2)=NO1 (stereo not drawn),-0.8,-4,-10,0,-7,i,1,3,i,-1
CCC/C=C1/CCCOC(C(=O)NCc2cc(C)n(C)n2)(C(F)(F)F)C1 (stereo not drawn),0.0,3,1,3,0,i,3,1,i,5
CCc1c(C)[nH]c(C(=O)OCc2ccccc2)c1C,1.2,-4,-6,5,5,i,5,-2,i,3
CCC(C(=O)Nc1cc(C(=O)Nc2cc(C)ccn2)ccc1Cl)c1ccccc1 (stereo not drawn),-0.1,-1,-3,-1,-2,i,-9,0,i,0
CCN(Cc1ccccc1)S(=O)(=O)CCNC(=O)c1ccccc1,-0.4,-6,1,6,-2,i,-1,0,i,-2
COc1ccc(NS(=O)(=O)c2cc(C(=O)N3CCN(C(C)=O)CC3)ccc2Cl)cc1,0.0,2,-2,2,-5,i,3,-1,i,2
CC1(C)CC(=O)C(C=Nc2ccc(NC3=C(C#N)C(=O)CC(C)(C)C3)cc2)=C(O)C1,-0.9,-7,-8,-7,-2,i,-4,-1,i,-1
COc1ccc(-c2nc(NC(=O)c3ccccc3)sc2-c2ccc([N+](=O)[O-])cc2)cc1,0.7,5,-2,-7,0,i,-4,4,i,0
[O-]/C(=C(\C(=S)Nc1ccc(Cl)cc1)[n+]1ccccc1)c1ccc(OC(F)F)cc1,0.9,-2,-3,-4,-2,i,-21,2,i,-1
COc1ccccc1CN=c1c([N+](=O)[O-])nn(-c2ccc3c(c2)OCCO3)n1O,0.2,-8,-5,-25,-4,i,0,-2,i,5
Nc1ccc2sc(N)nc2c1,0.5,2,-6,7,1,i,-4,2,i,4
Cc1ccc(/C=C/C(=O)NC2=NCCS2)cc1,9.8,16,-12,-10,0,i,4,-4,i,-2
CCc1c(Cl)nc(N)nc1Nc1ccccc1Cl,1.9,-1,3,3,-4,i,2,-2,i,2
COC(=O)CSc1nnc(-c2cccs2)n1-c1ccc(Cl)cc1,-2.0,-3,2,0,-3,i,2,-1,i,4
O=C(O)c1cccc(S(=O)(=O)N2CCN(C(c3ccccc3)c3ccccc3)CC2)c1,0.5,-3,37,1,2,i,0,1,i,6
COC1C(OC(=O)/C=C/C=C/C=C/C=C/C(=O)O)CCC2(CO2)C1C1(C)OC1CC=C(C)C (stereo not drawn) (tested in a mixture with another compound),-1.7,8,-3,-4,-1,i,0,3,i,2
Cc1ccc(NC(=O)COC(=O)c2ccc(-n3cccn3)cc2)cc1C,-1.2,8,-7,-1,3,i,27,2,i,1
CCNc1ncnc2[nH]ncc12,-8.6,-3,-12,-1,-2,i,0,-2,i,0
CCOC(=O)C1(CC)NC(c2ccco2)C2C(=O)N(c3ccc(C)cc3)C(=O)C21 (stereo not drawn),-0.4,-2,2,0,5,i,0,0,i,2
CCc1ccc(CNC(=O)Cn2nc(-c3ccccc3)ccc2=O)cc1,-2.1,-5,4,-7,-8,i,6,-2,i,3
CC(C)CCN1C(=O)C2(OCCCO2)c2cc(Cl)ccc21,1.1,1,-12,8,3,i,4,4,i,3
Cc1nc2ncnn2c(N2CCN(C(c3ccccc3)c3ccccc3)CC2)c1C,1.1,2,-6,3,1,i,-4,-1,i,4
O=C(N/N=C/c1cc([N+](=O)[O-])ccc1Cl)c1cc(-c2ccccc2)nc2ccccc12,-0.6,36*,-7,6,0,i,7,-2,i,-3
CCOC(=O)C1=C(C)NC2=C(C(=O)CC(c3ccc(OC)c(OC)c3)C2)C1c1ccc(C)o1 (stereo not drawn),-1.2,1,-5,-4,-3,i,7,4,i,-2
